High-throughput results from PubChem BioAssay.
NR3A LBD binder – binders of NR3A ligand-binding domain, primary screen, biophysical, differential scanning fluorimetry, uHTS | NR3A LBD differential scanning fluorimetry, Tm shift; 0% = protein alone, 100% = glycine-bound protein | Tm shift relative to glycine control, % at 25 µM | 2.5% of 340,000 active | Glutamate receptor ionotropic, NMDA 3A (GRIN3A) ligand-binding domain;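 active = melting temperature shift of at least 10% of the positive control shift, at one fixed dose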
PfG6PD inh – PfG6PD enzyme inhibitors, primary screen, biochemical, fluorescence intensity, uHTS. AID 504690, 2011. PfGluPho enzyme, NADPH resazurin-diaphorase fluorescence. 0.78% of 350,000 active. inhibition, % at 20 µM;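 active = inhibition reaching at least a set limit at 20 µM in the primary screen, cut at about 59% in these data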;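 also: 0% = DMSO wells with substrate and 100% = DMSO wells lacking glucose-6-phosphate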
ATG4B inh – ATG4B protease inhibitors, primary screen, biochemical, fluorescence, uHTS. inhibition, % at 8.33 µM. AID 504462, 2011. Cysteine protease ATG4B (Homo sapiens), Q9Y4P1. ATG4B cleavage of LC3-PLA2, NBD-HPC fluorescence, 1 h. 0.51% of 340,000 active; in the data active = inhibition above about 40%
SENP6 block – SENP6 protease inhibitors, primary screen, biochemical, luminescence, uHTS; Recombinant SENP6 catalytic domain, aminoluciferin luminescence; inhibition, % at 10 µM; 1.8% of 330,000 active; AID 2599, 2010;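 active = inhibition above about 50% at the single tested dose, limit read from the data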;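 also: plate controls were DMSO wells with enzyme for no effect and DMSO wells lacking enzyme for full effect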
MPTP inh – mitochondrial permeability transition pore inhibitors, primary screen, biochemical, isolated mouse mitochondria, absorbance; AID 602449, 2012; Ca2+ swelling absorbance, 30 min; inhibition, % at 10 µM; 1.4% of 360,000 active;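 active = inhibition of 50% or more, scaled per plate between neutral and stimulator controls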;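 also: 0% = DMSO wells given calcium and 100% = 1 mM EGTA wells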
SENP8 inh – human SENP8 protease inhibitors, primary screen, biochemical, fluorescence, Nedd8 protein substrate, uHTS | 0.64% of 360,000 active | inhibition, % at 20 µM | recombinant SENP8; in the data active = inhibition mostly above about 40%, no sharp cut-off; inactive = mostly below about 27%
Target sequence (Q96LD8 whole entry, looked up): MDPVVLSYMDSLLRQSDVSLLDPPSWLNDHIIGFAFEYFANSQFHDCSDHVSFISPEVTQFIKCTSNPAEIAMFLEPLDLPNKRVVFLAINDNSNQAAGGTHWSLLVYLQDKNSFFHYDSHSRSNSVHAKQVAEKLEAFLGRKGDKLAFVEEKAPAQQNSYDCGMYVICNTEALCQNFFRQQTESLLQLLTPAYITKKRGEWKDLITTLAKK
SENP1 inh – human SENP1 catalytic domain inhibitors, primary screen, biochemical, FRET, uHTS. Sentrin-specific protease 1 (Homo sapiens), Q9P0U3. recombinant SENP1 catalytic domain, CyPet-SUMO1-YPet FRET cleavage. inhibition, % at 10 µM. 0.21% of 360,000 active. AID 624204, 2012;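 active = inhibition at least 30% at 10 µM, raw YFP signal under a set limit, fluorescence ratio 0.5 to 1.5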;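 also: 0% = enzyme with DMSO and 100% = no enzyme wells; some results filed as inactive read as strong as hits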
Target sequence (Q9P0U3 419-644 limits assumed): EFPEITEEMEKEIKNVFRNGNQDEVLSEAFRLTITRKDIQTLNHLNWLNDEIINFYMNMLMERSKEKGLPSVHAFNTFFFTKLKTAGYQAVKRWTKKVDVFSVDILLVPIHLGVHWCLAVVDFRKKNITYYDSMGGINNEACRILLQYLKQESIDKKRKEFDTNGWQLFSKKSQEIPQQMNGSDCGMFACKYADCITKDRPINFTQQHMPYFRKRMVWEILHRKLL
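Assay system: hSENP1 catalytic domain, recombinant. Amount: SENP1 enzyme, 20 pM final. Schedule: 50 min reaction, RT, dark. Technique: FRET, CFP and YFP emission. Control set: no-enzyme wells low, DMSO-plus-enzyme wells high control.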
hIAP act – human IAP activators, primary screen, biochemical, luminescence, uHTS | purified human IAP, CDP-Star luminescence, 30 min; active compounds read high; 1 = vehicle-only enzyme, 0 = enzyme-free background | activation factor at 10 µM | 0.16% of 330,000 active | AID 2524, 2010;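 active = activation factor of the enzyme at least 2-fold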; also: the source names both 10 and 20 µM as test concentration; values of inactives mirror those of a sister screen read the other way
Target sequence (P09923 whole entry, looked up): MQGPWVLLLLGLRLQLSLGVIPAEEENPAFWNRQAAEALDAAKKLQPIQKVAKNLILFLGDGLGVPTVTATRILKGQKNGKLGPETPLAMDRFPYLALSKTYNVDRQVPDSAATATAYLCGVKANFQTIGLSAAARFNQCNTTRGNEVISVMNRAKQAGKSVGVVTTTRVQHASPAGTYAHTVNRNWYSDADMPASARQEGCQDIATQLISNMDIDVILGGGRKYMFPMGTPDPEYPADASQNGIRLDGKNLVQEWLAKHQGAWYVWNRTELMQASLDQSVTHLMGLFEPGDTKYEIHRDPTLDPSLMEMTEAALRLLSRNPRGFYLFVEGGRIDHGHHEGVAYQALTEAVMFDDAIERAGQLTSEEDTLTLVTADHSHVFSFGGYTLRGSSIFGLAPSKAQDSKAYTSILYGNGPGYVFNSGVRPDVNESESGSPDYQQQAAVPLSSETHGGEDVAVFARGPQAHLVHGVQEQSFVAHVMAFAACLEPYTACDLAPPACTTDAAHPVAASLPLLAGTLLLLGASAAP
* hit, by the source's call; . = no result given.

Preview (2 entries):
NR3A LBD binder,SMILES,PfG6PD inh,ATG4B inh,SENP6 block,MPTP inh,SENP8 inh,SENP1 inh,hIAP act
1,CCN(CC(=O)Nc1ccc(Br)cc1F)CC(=O)NC1CCS(=O)(=O)C1 (configuration not stated),5,-10,2,-1.9,12,0,1.1
-3,Cc1ccc(S(=O)(=O)c2cc3ccc(O)cc3oc2=O)cc1C,-27,5,-16,-0.5,-281,-22,1.3

The whole of this part, from the start:
NR3A LBD binder,SMILES,PfG6PD inh,ATG4B inh,SENP6 block,MPTP inh,SENP8 inh,SENP1 inh,hIAP act
1,CCN(CC(=O)Nc1ccc(Br)cc1F)CC(=O)NC1CCS(=O)(=O)C1 (configuration not stated),5,-10,2,-1.9,12,0,1.1
-3,Cc1ccc(S(=O)(=O)c2cc3ccc(O)cc3oc2=O)cc1C,-27,5,-16,-0.5,-281,-22,1.3
2,O=C(O)C1CCC(NSc2ccccc2[N+](=O)[O-])CC1 (configuration not stated),27,-8,-21,-0.2,18,-1,1
-1,O=C(COC(=O)c1cc(=O)c2ccccc2o1)NCC1CCCCC1,-3,-4,-10,-1.2,9,2,0.87
2,CCc1nnc(NC(=O)CSCc2cc(=O)n3ccsc3n2)s1,-10,7,0,-2.2,-9,2,0.84
0,O=C1CC(C(=O)N2CCc3ccccc32)CN1c1ccccc1 (configuration not stated),-3,-4,-6,-0.5,6,-1,0.9
0,Cc1c(N=Cc2cc(Br)cc(Br)c2O)cccc1C(=O)O,18,46*,7,6.4,-28,-25,0.96
2,CC1(c2cnc(Nc3ccccc3)s2)CCC(=O)O1 (configuration not stated),-3,6,-10,-0.1,28,1,0.96
-6,COc1nc(Nc2ccc(C(C)C)cc2)nc(OC)n1,-2,13,9,-0.6,10,0,0.92
-1,COc1cccc(C(C(=O)NC(C)(C)C)N(CCC(C)C)C(=O)CCC(=O)Nc2cc(C)on2)c1OC (configuration not stated),-5,-11,-24,-1.6,-4,1,1.2
1,COc1ccc2c(c1)C(=O)CC(c1ccc(OC)c(OC)c1)O2 (configuration not stated),-18,3,3,1.0,-271,0,0.94
-1,CSc1nsc(SCC(=O)Nc2ccc3c(c2)OCCO3)n1,13,8,-10,1.5,10,-1,0.89
10,COc1ccc(C(=O)Nc2cccc(C(=O)N/N=C/c3ccc(OC)cc3OC)c2)cc1,13,-12,21,0.0,-124,2,1.1
5,Cc1ccc2nc(/C(C#N)=C/c3cn[nH]c3-c3ccc(F)cc3)[nH]c2c1,26,-20,11,-1.2,-241,-40,1.3
0,COc1ccc(-c2csc(-n3ncc(-c4ccccn4)c3N)n2)cc1,-6,0,-9,1.1,17,1,1
.,CC(C)C1C(=O)N(Cc2cn(CCC3OCCCO3)nn2)CCS(=O)(=O)N1Cc1ccc(-c2ccc(Cl)c(Cl)c2)cc1 (configuration not stated),33,.,.,-2.2,6,-1,.
-1,CCOc1ccc(C(C)NC(=O)Cc2ccccc2)cc1OCC (configuration not stated),-11,-2,4,-0.4,13,0,1.1
1,COc1ccc(S(=O)(=O)N2CCOCC2)cc1C(=O)NCC(c1ccccc1)c1ccccc1,-16,-4,.,-0.2,0,-2,.
2,O=C(Nc1ccccc1C(F)(F)F)N1CCCC1c1cccnc1 (configuration not stated),-4,2,-7,1.6,6,2,0.94
-1,CCCc1[nH]n(-c2nc3ccccc3s2)c(=O)c1C=NCCCN(CC)CC,-3,-6,68*,0.3,13,2,1
2,COc1cccc(NC(=S)Nc2cc(C)cc(C)n2)c1,16,-7,-3,1.0,10,1,1.3
1,CC(=O)C1CCC2C3CCC4=CC(=O)CC[C@]4(C)[C@@]3(F)C(O)C[C@]12C (some centres not stated),-7,0,-10,0.3,20,2,0.89
-1,Cc1ccc2[nH]c(=O)c3cc(C(=O)N4CCN(C(=O)c5ccco5)CC4)sc3c2c1,-10,-1,-3,-1.4,-336,4,0.84
-1,CCC(C(=O)NC1CCCC1)N(Cc1ccc2c(c1)OCO2)C(=O)c1snc(C(N)=O)c1N (configuration not stated),-18,20,8,-2.4,-300,-34,0.99
0,Clc1ccccc1CNCC1CCCO1 (configuration not stated),0,2,-1,-0.1,23,2,1.1
1,NCCCCCc1cn([C@@H](CO)C(=O)NCCCCCCCCCCC(=O)N2CCNCC2)nn1,1,6,-1,-1.1,18,0,0.86
4,Cc1ccc(C)c(N2CCN(C(=O)CCc3nc(-c4ccccc4C)no3)CC2)c1,5,6,.,1.0,7,-2,.
3,CC(C)(C)C(=O)Nc1sc(-c2ccccc2)cc1C(=O)O,-14,2,58*,2.3,-194,3,1.1
3,CCOc1ccc(S(=O)(=O)Nc2cc(F)ccc2F)c2cccnc12,-3,-5,-18,-1.5,12,0,0.98
0,COc1cc(NC(=O)CN2C(=O)C(c3ccccc3)=NC2(C)C)cc(OC)c1,-14,-5,-25,-0.8,16,2,1
-3,COc1ccc(-c2nsc(SCC(=O)NCc3ccc4c(c3)OCO4)n2)cc1,-1,4,-7,0.2,16,1,0.99
-3,O=C(COc1ccc(Cl)cc1)c1ccc(O)cc1O,-23,0,58*,16,9,1,1.1
-1,CN(C)S(=O)(=O)c1cccc(NC(=O)COC(=O)CCC(=O)c2cccs2)c1,-14,5,-6,0.5,1,6,1.1
2,COc1ccccc1N1CCN(CCCCCCOc2ccc(F)cc2)CC1,8,-10,-1,3.6,24,2,0.83
2,Cc1c(NC(=S)NC(=O)c2cc3ccccc3o2)cccc1C(=O)O,-25,5,13,0.2,6,1,1.1
0,CC(C)C1S/C(=N/N=C/c2cccs2)NC1=O (configuration not stated),4,7,-5,-4.5,28,2,0.99
-5,C#Cc1cccc(NC(=O)c2ccc3c(c2)C(=O)N(Cc2cccnc2)C3=O)c1,-3,-8,60*,-1.0,16,0,1.2
-1,Cn1c(SCc2nc(-c3ccc(Br)cc3)no2)nnc1-c1ccco1,5,-8,1,3.7,24,-2,0.92
-1,CC(C)c1nc(SCC(=O)N2CCCCCC2)c2c(=O)n(C)c(=O)n(C)c2n1,-8,-1,-4,0.5,-11,1,0.98
0,COc1cccc(C2(C)NC(=O)N(CC(=O)Nc3ccc(N4CCOCC4)cc3)C2=O)c1 (configuration not stated),4,-1,-8,-0.8,6,-1,1.1
-6,Cc1ccc2nc3c(cc(S(=O)(=O)c4ccccc4)c(=N)n3Cc3ccco3)c(=O)n2c1,5,-9,3,0.7,-451,-38,0.91
2,CCCn1c(COc2ccc(C(=O)O)cc2)nc2ccccc21,-33,-2,-22,-1.5,18,5,0.9
-3,CCCOc1ccccc1/C=C(\C#N)C(=O)Nc1cccnc1,-7,3,8,0.7,1,-4,1.2
-3,C=CC(C)(O)CCC=C(C)C (configuration not stated),2,-2,-2,-1.6,41*,1,0.94
2,O=S(=O)(c1ccc(Cl)s1)N1CCc2ccccc2C1,-2,11,-7,-0.4,11,-3,0.96
0,CN(CC(=O)NNC(=O)CNC(=O)c1ccccc1F)S(=O)(=O)c1ccc(Cl)cc1,-4,-25,-15,-0.9,9,3,1.2
1,COc1ccc(S(=O)(=O)Nc2ccccn2)cc1OC,-13,1,-12,-0.9,-4,2,0.92
-1,CCc1nnc(SCC(=O)Nc2ccccc2)n1CC1CCCO1 (configuration not stated),-1,-1,2,2.8,2,4,0.93
-1,O=C(NCC1CCCCC1)C12CN(Cc3ccccc3)CC1C(c1cccc([N+](=O)[O-])c1)=NO2 (configuration not stated),7,-2,-6,1.4,16,-1,0.88
1,CN(C)S(=O)(=O)c1ccc(Cl)c(C(=O)NNC(=O)Cn2ccc(C(F)(F)F)n2)c1,-3,2,-11,1.2,-7,1,1.3
-1,CC(=O)Nc1ccc(C(=O)Nc2cc(C)on2)cc1,-12,15,5,-1.1,14,1,0.86
-1,COc1ccc(N2CCN(C(=O)CCCn3nnnc3CN3CCOCC3)C(C)C2)cc1 (configuration not stated),-3,2,-7,1.2,4,1,0.86
-1,Cc1ccc(S(=O)(=O)c2ccc(Oc3ccccc3)cc2)cc1,-5,10,-5,0.6,19,3,0.91
.,Cc1cc2nc[nH]c(=O)n2n1,-17,.,.,-1.0,28,3,.
0,CN(CC(=O)Nc1cccc(Cl)c1)S(=O)(=O)c1ccc2c(c1)n(C)c(=O)c(=O)n2C,-11,1,-17,0.3,-60,1,1.3
.,CC(=O)Nc1cccc(C(=O)OC(C)C(=O)N2CCc3ccccc32)c1 (configuration not stated),12,-3,-8,-2.3,7,1,1.1
0,CC(=O)Nc1ccc(OCCOc2ccc(NC(C)=O)cc2)cc1,-12,7,-4,0.7,4,3,1
1,C#CCN1C=CC(=O)[C@@H](OC(=O)Nc2ccc(OC)cc2)[C@H]1c1ccccc1Br,3,-4,.,-0.2,2,2,.
3,COc1ncnc2c1N[C@@](C)(O)c1c(F)c(F)c(F)c(F)c1S2,-2,-4,-2,-1.5,8,-3,1.1
-4,COc1ccc(OC)c(NC(=O)c2cnc(Nc3ccccc3OC)c3ccccc23)c1,-2,1,2,-0.8,-167,-9,0.95

Next part.
NR3A LBD binder,SMILES,PfG6PD inh,ATG4B inh,SENP6 block,MPTP inh,SENP8 inh,SENP1 inh,hIAP act
-2,CSc1ccc(CN(C)CC(=O)NCc2ccc(F)cc2)cc1,11,-1,19,-0.6,10,1,1
0,COC(=O)c1sccc1OC(C)C(C)=O (configuration not stated),7,0,-6,-1.0,4,0,1.1
-1,COc1cc2c(cc1OC)C(SC)=NC(C)(C)C2,-13,3,-17,-0.6,-7,-1,1.2
-2,CCCN(CCC)S(=O)(=O)c1ccc(C(=O)N2CC3CCC(CC3)C2)cc1,-8,-1,-9,4.1,10,1,1.1
-21,CCOc1ccc(C(=O)Nc2nc(C)c(C(=O)OC)s2)cc1,-10,0,54*,1.2,-113,-3,1.1
3,COc1ccc(S(=O)(=O)/N=C2\C=C(Nc3ccc(O)cc3)C(=O)c3ccccc32)cc1,109*,27,93*,10,90*,2,0.81
0,Cc1nc(NC(=O)c2ccc(Br)o2)sc1C,5,-11,86*,-0.8,-38,0,0.97
16*,COc1ccc(NC(=O)Nc2cccc3c2O[C@H](CN(C)S(=O)(=O)c2cn(C)cn2)[C@@H](C)CN([C@H](C)CO)C3=O)cc1,11,-13,6,-0.4,16,0,0.98
-1,O=C1CCC/C=C/C[C@H](CC(=O)N(CCO)Cc2ccccc2)C(=O)N[C@@H](Cc2ccccc2)CO1,2,-2,-18,-0.4,10,0,1.1
2,CC12CN(Cc3ccccc3)CC(C)(CN(Cc3ccccc3)C1)C2=NO,4,2,-8,-0.2,23,3,1.2
0,COCCNC(=O)C(C)OC(=O)c1cc2occc2n1C (configuration not stated),3,3,-11,-0.7,5,3,1
0,Cc1nn(C)c(Cl)c1CN1CCN(CC(C)C)C(CCO)C1 (configuration not stated),-8,14,-8,0.1,3,-1,0.99
.,O=C(NCCN1CCN(Cc2ccccc2)CC1)c1ccc(CS(=O)(=O)c2c(Cl)cccc2Cl)o1,15,.,.,-0.9,11,1,.
1,CCn1c(CNC(=O)c2cccc(C)c2)nnc1SCC(=O)NC1=NCCS1,-12,-5,2,0.1,15,2,0.97
-4,CCCNC(=O)NC(=O)COc1ccc2oc3ccccc3c2c1,-4,-4,13,0.5,-2,-1,0.95

Ordered by number of heavy atoms (smallest number first): part of the list above
NR3A LBD binder,SMILES,PfG6PD inh,ATG4B inh,SENP6 block,MPTP inh,SENP8 inh,SENP1 inh,hIAP act
0,COCCNC(=O)C(C)OC(=O)c1cc2occc2n1C (configuration not stated),3,3,-11,-0.7,5,3,1
-21,CCOc1ccc(C(=O)Nc2nc(C)c(C(=O)OC)s2)cc1,-10,0,54*,1.2,-113,-3,1.1
3,COc1ccc(S(=O)(=O)/N=C2\C=C(Nc3ccc(O)cc3)C(=O)c3ccccc32)cc1,109*,27,93*,10,90*,2,0.81
.,O=C(NCCN1CCN(Cc2ccccc2)CC1)c1ccc(CS(=O)(=O)c2c(Cl)cccc2Cl)o1,15,.,.,-0.9,11,1,.
